Bioassay records deposited in PubChem by several laboratories.
CIT2-GFP yeast: yeast TOR pathway CIT2-GFP modulation | 320,000 tested, 0.065% active | GFP response vs DMSO, % at 10 µM | S. cerevisiae CIT2-GFP strain, flow cytometry, 3 h; 100 means same as DMSO wells;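 active = GFP response relative to DMSO above a set limit, near the screen mean plus 3 SD, cut at about 150% in these data; inconclusive = Fewer than 70 cells measured for a yeast strain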;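 note: ratio of well median GFP fluorescence to mean of DMSO wells on the plate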
GLD-1 RNA inh: GLD-1-TGE RNA interaction inhibition (C. elegans). Q17339. purified GLD-1 + fluorescein TGE RNA, fluorescence polarization. inhibition, % at 5.96 µM. 320,000 tested, 0.44% active. AID 2280;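 active = percent inhibition above a per-plate cutoff, the plate mean of test compounds plus 3 SD, cut at about 30% in these data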;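 note: 0% = DMSO wells with GLD-1 and probe and 100% = wells lacking GLD-1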
Target sequence (Q17339 whole entry, looked up): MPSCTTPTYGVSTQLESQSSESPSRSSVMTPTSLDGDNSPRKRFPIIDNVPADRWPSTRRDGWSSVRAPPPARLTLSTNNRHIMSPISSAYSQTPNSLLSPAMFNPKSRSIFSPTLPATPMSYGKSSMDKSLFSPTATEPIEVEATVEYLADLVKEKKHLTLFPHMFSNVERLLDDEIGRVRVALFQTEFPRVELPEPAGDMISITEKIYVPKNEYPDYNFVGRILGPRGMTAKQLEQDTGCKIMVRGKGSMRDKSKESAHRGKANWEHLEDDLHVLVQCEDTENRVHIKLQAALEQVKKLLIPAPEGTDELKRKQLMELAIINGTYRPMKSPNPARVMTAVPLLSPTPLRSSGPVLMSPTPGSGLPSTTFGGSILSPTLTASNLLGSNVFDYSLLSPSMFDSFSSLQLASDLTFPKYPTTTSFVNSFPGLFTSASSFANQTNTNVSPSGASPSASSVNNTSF
MEX-5 binding: C. elegans MEX-5 TCR-2 RNA binding activity | Q9XUB2 | MEX-5/FITC-TCR2 RNA binding, fluorescence polarization; hits give low values | activity score (negative = inhibition of binding), % at 10 µM | 300,000 tested, 0.38% active | AID 1832;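 active = inhibition past about -25% in most replicates, and total fluorescence under double the plate's negative control median, limit read from the data; inconclusive = replicates evenly split on the limit, or fluorescence at least double controls; inactive = too little inhibition in most replicates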;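 note: 0% = DMSO and -100% = 5 µM competing unlabeled TCR2 RNA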
BCLXL inh: Bcl-xL (human) inhibition | GST-Bcl-xL / FITC-Bim BH3 peptide fluorescence polarization | inhibition, % at 10.9 µM | 320,000 tested, 0.7% active | AID 2129;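 active = inhibition above the mean of all tested compounds plus 3 SD, cutoff set per campaign, cut at about 30% in these data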;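 note: 0% = DMSO wells and 100% = unlabeled Bim-BH3 peptide competitor; inhibitors lower millipolarization by displacing the labeled peptide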
Target sequence (Q07817 whole entry, looked up): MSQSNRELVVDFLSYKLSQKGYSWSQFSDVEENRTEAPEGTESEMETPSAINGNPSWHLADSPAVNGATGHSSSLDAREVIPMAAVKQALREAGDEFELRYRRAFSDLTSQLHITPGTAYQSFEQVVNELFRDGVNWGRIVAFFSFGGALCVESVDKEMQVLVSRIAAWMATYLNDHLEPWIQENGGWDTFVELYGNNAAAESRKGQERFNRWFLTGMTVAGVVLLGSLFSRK
CR mimetic SO: caloric restriction mimetics inhibiting age-related superoxide in yeast; S. cerevisiae aged cells, superoxide DHE fluorescence; hits give low values; superoxide response (% of plate mean), % at 10 µM; 330,000 tested, 0.18% active; AID 2690;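 active = superoxide response under a set limit, about three screen SD below normal, cut at about 65% in these data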;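 note: yeast aged for seven days with compound at 30 °C before DHE staining; 100% = average MFI of all compound-treated wells on the plate with controls excluded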
VLA-4 inh: inhibition in a human VLA-4 binding assay. P13612. VLA-4 expressing cells, ligand binding flow cytometry. inhibition, % (about 7 µM as worked out from the volumes in the protocol). 330,000 tested, 0.2% active. AID 2557; in the data active = inhibition above about 50%
AGP1-GFP MLPCN: alters AGP1-GFP fluorescence in TOR pathway yeast screen; AID 2066; S. cerevisiae AGP1-GFP multiplex flow cytometry, 3 h; GFP as percent of DMSO wells; GFP response vs DMSO, % at 10 µM; 320,000 tested, 0.02% active;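 active = GFP response relative to DMSO above a set limit, near screen average plus 3 SD, cut at about 150% in these data; inconclusive = fewer than 70 cells counted for the yeast strain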;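 note: median GFP channel fluorescence of the gated AGP1 strain per well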
MCL1-BIM inh: MCL1-BIM-BH3 interaction inhibition (human). GST-MCL1 / FITC-Bim-BH3 fluorescence polarization. inhibition, % at 10.9 µM. Q07820. 320,000 tested, 0.68% active;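 active = inhibition above the mean inhibition of all tested compounds plus 3 SD, set per campaign, cut at about 40% in these data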;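 note: 0% = DMSO wells and 100% = unlabeled Bim-BH3 peptide control; higher means more loss of mP so more displacement of Bim peptide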
Target sequence (Q07820 whole entry, looked up): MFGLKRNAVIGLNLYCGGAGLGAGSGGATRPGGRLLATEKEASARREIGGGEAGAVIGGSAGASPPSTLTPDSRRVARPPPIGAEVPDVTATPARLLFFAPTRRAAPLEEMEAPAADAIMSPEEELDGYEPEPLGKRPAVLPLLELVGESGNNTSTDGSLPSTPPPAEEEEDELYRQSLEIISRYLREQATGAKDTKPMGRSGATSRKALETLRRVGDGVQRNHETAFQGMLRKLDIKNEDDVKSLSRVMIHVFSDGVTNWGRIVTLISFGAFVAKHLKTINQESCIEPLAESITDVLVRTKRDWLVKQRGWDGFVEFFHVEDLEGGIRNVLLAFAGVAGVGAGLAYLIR
GRK2 inh: blocks RNA aptamer binding to human GRK2 | inhibition of aptamer binding, % at 10 µM | AID 488847 | 330,000 tested, 0.59% active | bead flow cytometry, FAM-aptamer displacement from GRK2 | P25098;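 active = inhibition of aptamer binding above 40%, roughly 3 SD of noise, on plates passing a quality check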;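 note: median bead fluorescence of bound FAM aptamer so fluorescent compounds give negative values; no value below 0 was filed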
* hit, by the source's call; ? = inconclusive; · = no result given.

canonical_smiles	CIT2-GFP yeast	GLD-1 RNA inh	MEX-5 binding	BCLXL inh	CR mimetic SO	VLA-4 inh	AGP1-GFP MLPCN	MCL1-BIM inh	GRK2 inh
O=C(Nc1ccccc1C(=O)NCc1ccco1)c1ccccc1	101	7	-1.4	5	103	11	97	6	2
CCCCOC(=O)c1ccc(NC(=O)c2cc(Cl)c(Cl)cc2C(=O)O)cc1	61	-4	0.6	-5	102	16	24	-10	4
Cc1cccn2c(=O)c(C=NCCO)c(Nc3ccc(Cl)cc3)nc12	102	-2	-1.2	1	82	25	109	-3	0
Cc1ccccc1N=Cc1cccc(O)c1O	·	0	-0.3	36*	112	9	·	65*	6
COc1ccc(Cl)cc1N1C(=NC(=O)C2CCCO2)SC2CS(=O)(=O)CC21 (centres undefined)	103	1	-0.9	-1	105	13	100	4	1
CC(=O)NC(CC(=O)OCC(=O)N1CCc2ccccc21)c1ccccc1 (centres undefined)	111	4	2.3	-1	107	6	107	-7	8
O=C(Nc1ccccc1F)C1CCN(C(=O)NCc2ccccc2)CC1	106	6	2.7	2	112	-12	105	-2	5
C=CCc1cccc2cc(C(=O)OCC)c(=O)oc12	107	2	-0.2	5	105	-14	91	10	2
COc1ccc(N2CCN(C(=O)c3cc(N4C(=O)C5C6CCC(C6)C5C4=O)ccc3Cl)CC2)cc1 (centres undefined)	107	3	0.4	11	104	6	95	9	0
CC1(c2nnc(-c3ccc(Cl)cc3)o2)CC(c2cccc(Cl)c2)=NO1 (centres undefined)	97	-5	0.6	1	106	3	98	1	3
CCc1ccc(NC(=O)COC(=O)CCc2nc3cc(S(=O)(=O)N(CC)CC)ccc3n2C)cc1	96	-1	1.5	-8	94	-5	93	-19	0
Cc1snc(S(=O)(=O)Cc2ccccc2Cl)c1C#N	106	3	1.7	9	97	-17	108	1	4
COc1ccc2c(c1)CCc1c-2n[nH]c1C(=O)O	104	1	·	1	114	24	108	4	1
Cc1ccc(C(=O)N/C(=C\c2cccs2)c2nc3ccccc3[nH]2)cc1	102	0	2.1	0	93	-3	104	-7	0
O=C(N/N=C/c1cccnc1)c1cccc(Cl)c1	102	-31	1.5	0	95	10	96	2	0
CN1CCCN(Cc2ccccc2C(F)(F)F)CC1	90	0	-2.1	6	100	21	107	1	0
CN(C(=O)c1ccccc1NC(=O)C(F)(F)F)c1ccccc1	103	15	0.0	2	90	9	103	2	0
O=C(NCC1COc2ccccc2O1)Nc1ccccc1F (centres undefined)	90	4	1.9	0	94	-2	99	5	0
COc1ccccc1Nc1nc2ccc(C)cc2cc1C#N	108	4	-2.9	0	123	108*	106	-3	1
CSc1nsc(SC)c1NC(=O)Nc1ccccc1C	97	2	1.0	-6	76	2	105	-5	1
C/C(=N/NC(=O)CNC(=O)c1cccnc1)c1ccc(Cl)c(Cl)c1	95	-5	-1.4	0	94	0	91	-6	0
Cc1nc(-c2ccccc2)sc1C(N)=O	89	-12	-5.9	-1	102	8	94	-3	5
CCOC(=O)c1sc2nc(-c3cccnc3)ccc2c1N	92	4	-5.2	5	85	14	88	8	2
Cn1cccc1Cc1nnc(SCC(=O)N2CCOCC2)n1-c1ccc(F)cc1	102	0	3.0	-4	101	-48	103	-8	2

The final 2 entries of the part above open the next one.
canonical_smiles	CIT2-GFP yeast	GLD-1 RNA inh	MEX-5 binding	BCLXL inh	CR mimetic SO	VLA-4 inh	AGP1-GFP MLPCN	MCL1-BIM inh	GRK2 inh
CCOC(=O)c1sc2nc(-c3cccnc3)ccc2c1N	92	4	-5.2	5	85	14	88	8	2
Cn1cccc1Cc1nnc(SCC(=O)N2CCOCC2)n1-c1ccc(F)cc1	102	0	3.0	-4	101	-48	103	-8	2
CCSc1nc2c(c(=O)[nH]c(=O)n2C)n1CC(O)COc1ccccc1C (centres undefined)	94	7	-1.8	0	101	17	119	3	0
Cc1ccc(C)c(NS(=O)(=O)c2c(C)[nH]c(C)c2C(=O)N2CCCCC2)c1	112	-6	1.1	7	98	1	105	4	1
O=C(NC(=S)N1CCc2ccccc21)c1ccco1	97	6	-1.6	5	87	8	111	6	1
O=C(COC(=O)COc1ccc(Cl)cc1)NCCCc1ccccc1	115	1	·	·	101	-5	110	·	0
COc1ccc(CNC(=O)C2CC(c3cc(C(F)(F)F)cc(C(F)(F)F)c3)=NO2)cc1 (centres undefined)	88	1	2.7	6	101	22	83	7	3
COc1ccc(OCc2nnc(SCC(=O)N3CCCC3)o2)cc1	101	-2	-1.3	5	102	7	100	5	0
O=C(NNc1c2ccccc2nc2ccccc12)c1ccccc1O	93	-8	-1.8	13	90	0	94	17	0
N#C/C(=C\c1ccc(N2CCOCC2)o1)C(=O)Nc1ccc(O)cc1	107	-262	?	-165	92	-1	111	-251	0
CCCN1CCN(C(=O)CCS(=O)(=O)c2cc3c(cc2Cl)NC(=O)CO3)CC1	97	7	-3.9	5	97	21	96	6	2
CCCOc1ccc(N2C(=O)CC(N3CCN(CCN=CC4=C(O)CC(C)(C)CC4=O)CC3)C2=O)cc1 (centres undefined)	91	0	2.4	6	132	4	99	0	3
Cc1cc(C)n(/C(=C\N(C)C)C(=O)c2cccc([N+](=O)[O-])c2)n1	99	-3	-1.5	7	108	42	88	9	0
COC(=O)CN(c1ccc(OC)c(OC)c1)S(C)(=O)=O	95	3	1.8	3	100	-10	99	2	0
Nc1nc(-c2ccc(Cl)cc2)cn1N	92	0	1.0	-8	99	28	106	-9	0
O=C(N/N=C/c1ccc(OCc2ccccc2)cc1)c1cc[n+](Cc2ccccc2)cc1	95	3	-10	5	89	11	101	4	0
Cc1cc(-c2ccc(C)c(S(=O)(=O)NCCC(C)N3CCCCCC3)c2)on1 (centres undefined)	103	2	4.2	0	93	30	101	5	0
O=C(Cc1ccc(Cl)cc1)NC1CCCCCC1	95	-5	-2.0	5	114	15	98	7	1
O=C(N/N=C/c1cccc(C(F)(F)F)c1)c1ccccc1O	108	1	-1.4	-1	99	-2	101	2	0
COc1cc(Cl)c([C@@H]2C[C@H]3CN(c4ccccc4)C(=O)[C@]34CCCN24)cc1OC	114	4	0.8	5	95	5	104	1	70*
Cc1[nH]nc(SCC(=O)NCc2ccc(F)cc2)c1[N+](=O)[O-]	99	-1	0.1	3	119	11	100	-6	0
CC(=O)N=c1sc(S(N)(=O)=O)nn1C	84	2	1.6	10	98	31	92	1	0
COc1cc(C2NC(=O)c3ccccc3O2)cc(OC)c1OC (centres undefined)	96	0	-3.7	3	102	22	106	0	1
O=C(O)CCC(=O)Nc1ccccc1C(=O)NCc1ccccc1	89	1	4.7	2	97	19	96	-5	0
CC(C)(C)C(=O)C(CO)(Oc1ccc(Cl)cc1)n1cncn1 (centres undefined)	111	4	0.1	9	111	6	117	10	0
CCOC(=O)c1ccc(NC(=O)COc2ccccc2OC)cc1	93	-4	-2.8	-5	107	8	90	-1	0
Cc1ccc(NC(=O)Cn2cc3c(n2)CCC(C)C3)cc1 (centres undefined)	98	12	0.3	1	101	7	99	-1	0
CC(C)NC(=O)c1ccccc1S(=O)(=O)c1ccccc1C#N	107	3	1.8	5	86	-10	96	-5	2
CC(=O)c1ccc(N2CCN(c3ccc(C(N)=O)cc3[N+](=O)[O-])CC2)cc1	104	-3	-1.6	3	132	20	104	-4	0
CCOC(=O)N1CCC(N2Cc3cccc(C(=O)NCc4ccc5c(c4)OCO5)c3C2=O)CC1	91	-1	0.7	5	90	-6	104	3	24
Cc1ccc(NC(=O)Cc2nnc(SCC(=O)c3ccc(Br)cc3)n2C)cc1Cl	104	6	1.9	-12	116	6	104	-5	0
CCOC(=O)C1(Cc2ccc(OC)cc2)CCN(C(=O)CCc2cnccn2)CC1	77	3	3.1	1	104	3	105	0	0
CCNC(=O)/C(C#N)=C/c1c(N2CCCCCC2)nc2ccccn2c1=O	101	-1	0.1	-1	104	4	104	-2	6
Cc1ccc2nc(NCc3ccccc3)c(C=O)c(=O)n2c1	85	2	-1.1	1	114	1	83	2	0
Cc1ccc(NC(=O)[C@@H]2CCCN2C(=O)[C@@H]2Cc3ccccc3CN2)c(C)c1	102	3	-0.8	6	92	7	100	2	0
CCCN(CCC)C(=O)c1c(C)[nH]c(C(=O)OCC)c1C	100	5	-0.2	3	90	8	108	2	0
CCOc1ccc(OCc2ccc(C(=O)N/N=C(\C)c3ccccn3)cc2)cc1	105	13	0.4	5	69	14	93	6	0
C[C@H](NC(=O)c1nc[nH]c1C(=O)N[C@@H](CCCCN)C(=O)OC(C)(C)C)C(=O)OC(C)(C)C	·	5	10	3	·	·	·	-2	·
CCC(NC(=O)CCc1c(C)c2cc3c(-c4ccccc4)coc3cc2oc1=O)C(=O)O (centres undefined)	100	-2	-1.0	9	92	7	95	0	0
Cc1nc(SCc2ccc(Br)cc2)[nH]c(=O)c1C	98	-2	·	0	151	-8	105	2	0
CC1(C)OC(=O)C(=CNNc2c(Cl)cc(Cl)cc2Cl)C(=O)O1	115	10	-1.3	4	103	6	105	13	0
Cc1ccc2oc(-c3cccc(NC(=O)C4CCCO4)c3)nc2c1 (centres undefined)	86	-2	-0.6	5	112	32	90	11	6
C/C(=C(\C#N)C(=O)NC1CCCCC1)N(C)C	105	2	·	-4	95	8	98	-5	0
Cc1ccn2c(=O)c(C(=O)NC3CCCCC3C)c(O)nc2c1 (centres undefined)	75	4	-3.3	-3	101	12	110	-2	3
CCOC(=O)C1=C(COC(=O)c2cccnc2Cl)NC(=O)NC1C (centres undefined)	95	8	-2.6	1	99	0	113	-4	2
O=C(OCCN1C(=O)c2cccc3c(N4CCOCC4)ccc(c23)C1=O)c1ccc(Cl)cc1	·	8	?	20	109	-20	·	-1	0
Clc1nnc2ccc(-c3ccccc3)nn12	104	-1	-0.2	3	126	-9	97	3	8
CCCCC(=O)Nc1ccc(S(=O)(=O)Nc2nccc(C)n2)cc1	94	5	0.4	10	92	-2	100	4	1
Cc1ccsc1/C=N/NS(=O)(=O)c1ccc([N+](=O)[O-])cc1	96	2	2.6	6	109	25	100	12	2
COC(=O)c1sc2ccccc2c1NC(=O)c1ccc(S(=O)(=O)N2CCCCC2)cc1	97	0	-1.6	1	105	12	89	6	3
NC(=O)c1cc([N+](=O)[O-])ccc1N1CCCCC1	·	5	0.1	0	103	15	·	4	0
CCCCNC(=O)CN(Cc1ccco1)S(=O)(=O)c1ccc(C(C)=O)cc1	99	2	·	9	88	2	96	1	1
CC1CCCCN1C(=O)COC(=O)C1CCN(S(=O)(=O)c2ccc(Cl)c(C(F)(F)F)c2)CC1 (centres undefined)	104	10	-1.5	5	109	-7	112	-1	3
CCCOc1ccc(/C=N/NC(=O)c2ccc(Cn3cc([N+](=O)[O-])cn3)o2)cc1	113	3	-2.4	-4	83	12	96	-10	0
CC(=O)c1c(C)oc2ccc(N(C(C)=O)S(=O)(=O)c3cccc([N+](=O)[O-])c3)cc12	109	-2	1.7	3	94	1	102	11	1
